Bioassay records from PubChem BioAssay.
Pf growth 48h: inhibits P. falciparum growth in the first generation, 48 h; Potency, µM (titrated, usually from 28.7 µM), inactives show at the highest dose activity change, negative = inhibition, actives largely listed as inhibitors; AID 504832; 5.9% of 310,000 active; P. falciparum luciferase growth in erythrocytes, 48 h; further: potency means the concentration at half of the fitted maximal effect; on the % scale 0 is the no-effect control and ±100 the full control effect
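Compounds are pin-transferred into medium, infected erythrocytes (2% hematocrit, 0.1% parasitemia final) are added, and plates sit one parasite generation at 37 C in 5% CO2. Detection reagent is then added and luminescence measured.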
HCV inhibitor: HCV inhibition; Huh7.5.1 HCVcc-Cre infection, luciferase reporter, 44 h; Potency, µM (series often up to 41.8 µM), for the others: at the top dose activity change, negative = inhibition, most hits filed as inhibitors; 3.4% of 340,000 active; AID 651820; further: potency means the concentration at half of the fitted maximal effect; on the % scale 0 is the no-effect control and ±100 the full control effect
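Infectious HCV cell culture screen: compound-treated cells (1,000/well, pre-plated 4 h) are infected with HCVcc-Cre at roughly 0.5 moi and grown 44 h. Infection is quantified by luciferase signal after 15 min substrate incubation at room temperature.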
Pf growth 96h: P. falciparum growth inhibition at 96 hour, primary screen for plastid delayed-death inhibitors; 6.9% of 320,000 active; AID 504834; Potency, µM (doses to about 28.7 µM), inactives show at the top dose activity change, negative = inhibition, actives largely listed as inhibitors; P. falciparum luciferase reporter growth, 96 h; further: potency means the concentration at half of the fitted maximal effect; on the % scale 0 is the no-effect control and ±100 the full control effect
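P. falciparum expressing integrated firefly luciferase grown in erythrocytes (2% hematocrit, 0.05% parasitemia final) with compounds for 96 hours at 37 C, 5% CO2. Growth inhibition read as loss of luminescence after adding luciferase detection reagent.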
Cycloheximide cs: affects cycloheximide protein synthesis inhibition readout, counter-screen; cell reporter, cycloheximide protein synthesis inhibition counterscreen; 12% of 300,000 active; AID 2314; max response, %; in the data active means max response mostly above about 13%, no sharp cut-off; inactive means mostly below about 14%; further: read at 38.3 µM for the half of the compounds with a filed dose; 0% is about no effect
Giardia FBPA inh: Giardia lamblia aldolase inhibition; purified Giardia FBPA; Potency, µM (highest dose often 59.6 µM), for inactives: top-dose activity, negative = inhibition, actives largely listed as inhibitors; A8B2U2; AID 2451; 0.71% of 290,000 active; further: potency means the concentration at half of the fitted maximal effect; on the % scale 0 is the no-effect control and ±100 the full control effect; nearly all actives have a fitted effect of over 55% in size
Target sequence (A8B2U2 whole entry, looked up): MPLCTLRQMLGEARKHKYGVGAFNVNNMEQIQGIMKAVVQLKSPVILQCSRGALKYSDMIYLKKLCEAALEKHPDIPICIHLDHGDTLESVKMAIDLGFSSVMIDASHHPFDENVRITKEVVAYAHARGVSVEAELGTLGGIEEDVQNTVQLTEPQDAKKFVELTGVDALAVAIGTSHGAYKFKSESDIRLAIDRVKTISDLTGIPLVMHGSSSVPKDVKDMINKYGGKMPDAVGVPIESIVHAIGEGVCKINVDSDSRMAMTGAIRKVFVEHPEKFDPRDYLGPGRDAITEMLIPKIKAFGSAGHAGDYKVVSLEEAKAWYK
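40 nM FBPA preincubated 10 min at RT with compound (up to 57.5 uM final), then substrate plus GAPDH/TPI/NAD/arsenate coupling and diaphorase/resazurin added. Fluorescence read after 20 min at RT, 525/598 nm.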
Shiga toxin inh: blocks Shiga toxin action in Vero cells; Vero cells, Shiga toxin protein synthesis inhibition reporter; inhibition, % at 38.7 µM; 9.2% of 290,000 active; AID 2315; in the data active means inhibition mostly above about 28%, no sharp cut-off; inactive means mostly below about 43%; further: 0% is about no effect
* = called active by the depositor; ? = inconclusive; · = no result given; + = active, no number; [ ] = another dose, or the depositor's remark. Unless noted, the call rests on the fitted dose curve; in most records, active means well fitted curve in the direction sought with a large enough effect; inconclusive means small, poorly fitted or top-dose-only effect, or another doubt; inactive means no such curve, though single readings can be large; an effect the other way counts as inactive or inconclusive.

1: CC(=O)Nc1c(O)nc(SCc2ccccc2C#N)[nH]c1=O
2: CC(C)c1nnc(NC(=O)C2CCN(C(=O)Nc3ccccc3)CC2)s1
3: Cc1ccc(-c2nnn(CC(=O)NC3CCN(Cc4ccccc4)CC3)n2)cc1
4: C/C(CC(=O)Nc1cc(Cl)ccc1C)=N\NC(=O)C(=O)N1CCCC1
5: COc1ccc(OCC(=O)N(Cc2sccc2C)C2CCS(=O)(=O)C2)cc1 (configuration not stated)
Compound	1	2	3	4	5
Pf growth 48h	1%	-13%	?	-9%	-5%
HCV inhibitor	6%	18%	22µM*	8%	14%
Pf growth 96h	37%[activator]	-7%	10%	14%	?
Cycloheximide cs	-3	4	8	17*	-3
Giardia FBPA inh	0%	12%	8%	-19%	·
Shiga toxin inh	-16	7	9	18	2

6: N=c1oc2cc(O)ccc2cc1C(=O)Nc1nc2ccccc2s1
7: CCCCn1c(N)c(N(CC(C)C)C(=O)c2ccc(-n3c(C)ccc3C)cc2)c(=O)[nH]c1=O
8: Nc1cccc(C(=O)OCC(=O)Nc2cccc3c2C(=O)c2ccccc2C3=O)c1
9: CN1CC[C@]23c4ccccc4N[C@H]1[C@]21CCN(C)[C@H]3Nc2ccccc21
10: Cc1ccc(S(=O)(=O)N2CCC(C(=O)N/N=C/c3ccccc3[N+](=O)[O-])CC2)cc1
Compound	6	7	8	9	10
Pf growth 48h	118%[activator]	?	20%	-15%	14%
HCV inhibitor	1%	-17%	-4%	-3%	0%
Pf growth 96h	?	-32%	-12%	27%	?
Cycloheximide cs	64*	·	-2	·	7
Giardia FBPA inh	-1%	·	0%	·	4%
Shiga toxin inh	32	·	-1	·	-1

11: NS(=O)(=O)c1ccc(-n2nncc2C23CC4CC(CC(C4)C2)C3)cc1
12: COc1ccc(SC[C@H](C)CN2CC[C@H](C(C)(C)C)CCC2=O)cc1
13: O=C(NCc1ccccn1)c1ccc(Cn2c(=S)[nH]c3ccccc3c2=O)cc1
14: CC(C)CCNC(=O)CN(Cc1ccccc1)C(=O)CCC(=O)Nc1nccs1
15: N#CCSCC(=O)Nc1ccccc1
Compound	11	12	13	14	15
Pf growth 48h	?	?	?	-4%	26%
HCV inhibitor	14%	?	?	7%	9%
Pf growth 96h	?	?	42%[activator]	253%[activator]	151%[activator]
Cycloheximide cs	-5	·	-4	-3	20*
Giardia FBPA inh	3%	·	-5%	-1%	1%
Shiga toxin inh	-11	·	-17	-4	28

Next part, starting with the last four of the part before.
12: COc1ccc(SC[C@H](C)CN2CC[C@H](C(C)(C)C)CCC2=O)cc1
13: O=C(NCc1ccccn1)c1ccc(Cn2c(=S)[nH]c3ccccc3c2=O)cc1
14: CC(C)CCNC(=O)CN(Cc1ccccc1)C(=O)CCC(=O)Nc1nccs1
15: N#CCSCC(=O)Nc1ccccc1
16: O=C(NCc1ccc(OC(F)(F)F)cc1)C1CC(c2ccccc2C(F)(F)F)=NO1 (configuration not stated)
17: COc1ccc(CNC(=O)C2CCN(C(=O)[C@@H](CC(C)C)NC(=O)OC(C)(C)C)CC2)cc1
18: Cc1ccc(Cn2cccc(NC(=O)NCc3ccccc3)c2=O)cc1
19: O=C(NNC(=O)C1CC1c1ccccc1)Nc1ccccc1 (configuration not stated)
20: COC(=O)C1=C(C)OC(N)=C(C#N)C1c1ccccc1 (configuration not stated)
Compound	12	13	14	15	16	17	18	19	20
Pf growth 48h	?	?	-4%	26%	48%[activator]	9.3µM*	0%	-10%	2%
HCV inhibitor	?	?	7%	9%	-4%[8.37 µM]	·	?	9%	?
Pf growth 96h	?	42%[activator]	253%[activator]	151%[activator]	5%	-16%	18%	42%[activator]	28%
Cycloheximide cs	·	-4	-3	20*	-3	1	-1	3	-3
Giardia FBPA inh	·	-5%	-1%	1%	-1%	4%	-3%	3%	-4%
Shiga toxin inh	·	-17	-4	28	-14	1	9	-5	-8

21: CC(=O)Nc1ccc(OS(=O)(=O)c2ccc([N+](=O)[O-])cc2)cc1
22: Cc1ccc(OCC(=O)NS(=O)(=O)c2ccc(Cl)cc2)cc1
23: Cc1cc(Cl)cc(Cl)c1CNc1c([N+](=O)[O-])c(=O)oc2ccccc12
24: CCc1nnc(NC(=O)Cc2ccc(S(=O)(=O)N3CCCCC3)cc2)s1
25: O=C(c1ccc(F)cc1)N1CCC(N2CCCCCC2)CC1
Compound	21	22	23	24	25
Pf growth 48h	13µM*	13%	1%	12µM*	14%
HCV inhibitor	-6%	42%[activator]	11%	12%	7%
Pf growth 96h	1%	-11%	5%	12µM*	-1%
Cycloheximide cs	6	2	-3	·	-2
Giardia FBPA inh	-13%	·	3%	·	-17%
Shiga toxin inh	1	-32	8	·	-5

26: CCCCCC(=O)Nc1ccc(N2CCN(S(C)(=O)=O)CC2)cc1
27: C/C(=N\NC(=O)CN(c1ccccc1Br)S(C)(=O)=O)c1cccs1
28: O=c1cc(-c2ccccc2)[nH]c2ccc(Cl)cc12
29: Cc1ccc2nc(SCC(=O)N/N=C/c3ccco3)cc(C)c2c1
30: CC(=O)Nc1ccc(C(=O)CSc2nnnn2C)cc1
Compound	26	27	28	29	30
Pf growth 48h	-7%	0%	·	2%	-7%
HCV inhibitor	11%	12%	·	15%	13%
Pf growth 96h	·	-2%	·	-18%	0%
Cycloheximide cs	-2	-2	44*	1	-1
Giardia FBPA inh	-9%	0%	-4%[89.2 µM]	?	1%
Shiga toxin inh	-16	22	+	8	-3

3 compounds from above, sorted by molar mass, highest first.
27: C/C(=N\NC(=O)CN(c1ccccc1Br)S(C)(=O)=O)c1cccs1
30: CC(=O)Nc1ccc(C(=O)CSc2nnnn2C)cc1
28: O=c1cc(-c2ccccc2)[nH]c2ccc(Cl)cc12
Compound	27	30	28
Pf growth 48h	0%	-7%	·
HCV inhibitor	12%	13%	·
Pf growth 96h	-2%	0%	·
Cycloheximide cs	-2	-1	44*
Giardia FBPA inh	0%	1%	-4%[89.2 µM]
Shiga toxin inh	22	-3	+

Other compounds follow:
31: O=C(N/N=C/c1cn(-c2ccccc2)nc1-c1cccs1)c1ccncc1
32: O=C1Nc2ccccc2C(O)(C(=O)NCc2ccc3c(c2)OCO3)N1c1ccc(Cl)c(Cl)c1 (configuration not stated)
33: Cc1cc2[nH]c(=O)c(=O)[nH]c2cc1S(=O)(=O)Nc1cccc(F)c1
34: CC(C)C(=O)Nc1nc(-c2ccc3c(c2)CCN3C(=O)C2CC2)cs1
35: O=C(O)C1(P(=O)(c2ccc(Cl)cc2)c2ccc(Cl)cc2)CC1
Compound	31	32	33	34	35
Pf growth 48h	1%	?	14%	-20%	-3%
HCV inhibitor	?	-5%	12%	?	12%
Pf growth 96h	?	·	-2%	-17%	-18%
Cycloheximide cs	32*	1	-1	24	-2
Giardia FBPA inh	0%	0%	-6%	-11%	5%
Shiga toxin inh	50*	-6	-4	59*	-9

36: NC(=S)n1[nH]c(-c2ccc([N+](=O)[O-])cc2)c(N=Nc2ccccc2[N+](=O)[O-])c1=O
37: CCCn1c2ccccc2c2cnn(CC(=O)NCCN(CC)CC)c(=O)c21
38: Cc1ccc(C(=O)NCc2ccco2)c(C)c1
39: CCn1nc(C)cc1C(=O)N1CCCC(C(=O)c2ccc(OC)cc2C)C1 (configuration not stated)
Compound	36	37	38	39
Pf growth 48h	2%	-22%	32%[activator]	-9%
HCV inhibitor	-4%	5%	26%	?
Pf growth 96h	29%	-8%	12µM*	-3%
Cycloheximide cs	7	1	17	-3
Giardia FBPA inh	0%	1%	9%	11%
Shiga toxin inh	36	3	24	-4
